Source: PubChem BioAssay (several laboratories)
SIAE primary – human SIAE inhibitors, primary screen, biochemical, fluorescence polarization, FP-Rh probe, 1536-well HTS; Sialate O-acetylesterase (Homo sapiens), Q9HAT2; SIAE FP-Rh probe binding; inhibition, % at 9.66 µM; actives 0.69% (n = 370,000); AID 1053197, 2014;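 active = inhibition above a cutoff: mean of compounds within the control limits plus 3 SD of those, cut at about 17% in these data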;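 also: 0% = plate median of compound wells and 100% = probe without SIAE protein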
HTRA1 inhibitor – HTRA1 serine protease inhibitors, primary screen, biochemical, fluorescence polarization, HTS. Q92743. recombinant HTRA1, FP-rhodamine activity-based probe. inhibition, % at 5.96 µM. actives 0.5% (n = 340,000). AID 504803, 2011; in the data active = inhibition above about 36%;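 also: 0% = enzyme with DMSO and 100% = wells lacking enzyme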
Target sequence (Q92743 whole entry, looked up): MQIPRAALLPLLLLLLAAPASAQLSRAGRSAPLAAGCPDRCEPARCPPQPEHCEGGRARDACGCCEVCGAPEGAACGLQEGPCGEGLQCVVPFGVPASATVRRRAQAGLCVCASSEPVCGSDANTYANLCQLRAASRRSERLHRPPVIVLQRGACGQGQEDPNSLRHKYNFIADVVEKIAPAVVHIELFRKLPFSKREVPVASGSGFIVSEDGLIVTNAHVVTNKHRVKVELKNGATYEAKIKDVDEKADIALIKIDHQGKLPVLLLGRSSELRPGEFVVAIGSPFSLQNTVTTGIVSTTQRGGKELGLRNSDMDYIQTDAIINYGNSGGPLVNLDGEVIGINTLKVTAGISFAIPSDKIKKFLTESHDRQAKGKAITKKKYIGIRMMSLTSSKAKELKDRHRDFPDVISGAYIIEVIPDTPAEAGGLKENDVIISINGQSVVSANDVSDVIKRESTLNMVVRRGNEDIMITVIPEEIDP
mABHD4 FP – ABHD4 inhibitors, primary screen, biochemical, fluorescence polarization, mouse; actives 0.54% (n = 370,000); purified mABHD4, FP-Rh probe fluorescence polarization; inhibition, % at 8.92 µM; AID 720543, 2013;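 active = inhibition exceeding the mean over every tested compound plus 3 SD, cut at about 30% in these data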;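 also: 0% = plate median of compound wells and 100% = S159A mutant with DMSO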
Target sequence (Q8VD66 whole entry, looked up): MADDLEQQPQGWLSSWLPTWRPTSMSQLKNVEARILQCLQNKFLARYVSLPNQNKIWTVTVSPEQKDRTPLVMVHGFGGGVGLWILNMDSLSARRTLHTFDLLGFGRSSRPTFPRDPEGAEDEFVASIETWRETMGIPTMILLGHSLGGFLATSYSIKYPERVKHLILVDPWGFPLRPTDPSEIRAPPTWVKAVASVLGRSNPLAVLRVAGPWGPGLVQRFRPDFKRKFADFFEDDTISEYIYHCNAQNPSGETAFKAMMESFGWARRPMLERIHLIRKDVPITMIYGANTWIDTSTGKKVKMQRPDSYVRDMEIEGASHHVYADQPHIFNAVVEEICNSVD
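assay system = mABHD4 protein | compound dosing = single nominal dose of 8.92 µM, 0.89% DMSO final | read-out basis = percent inhibition of probe binding, normalized to plate controls | schedule = Enzyme–compound pre-incubation 45 min, then probe 60 min, both 25 °C | detection = fluorescence polarization, excitation 525 nm, emission 598 nm, BODIPY TMR filters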
NR1D1 modulator – modulators of Rev-erb alpha DNA binding, primary screen, biochemical, FITC-DNA, fluorescence polarization, uHTS. activity, % at 10 µM. Rev-erbα–FITC-DNA binding, 90 min. AID 1259318, 2017. actives 0.79% (n = 370,000). Nuclear receptor subfamily 1 group D member 1 (Homo sapiens), P20393;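 active = activity above about 14%, limit read from the data; passing the limit was not always enough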;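 also: 0% = DMSO wells with 35 nM protein and 100% = DMSO wells with 750 nM protein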
TCR CD3 inh – inhibitors of human TCR-CD3 interaction, primary screen, biochemical, fluorescence, TAMRA-labeled TCR probe; inhibition, % at 9.4 µM; actives 0.37% (n = 360,000); AID 651800, 2012; in the data active = inhibition above about 19%;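 also: recombinant mutant TCR 2C K166C tagged with TAMRA read by polarization; 0% = receptor in buffer alone and 100% = receptor with positive control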
LEDGF integ inh – blockers of LEDGF/p75-dependent integrase strand transfer – biochemical, TR-FRET, high throughput, primary screen; AID 743269, 2014; inhibition, % at 3.7 µM; TR-FRET IN-LEDGF/p75 DNA integration, Eu/Cy5; actives 0.64% (n = 370,000);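 active = inhibition above the screen-wide mean plus 3 SD, cut at about 13% in these data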;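 also: signal is the Cy5 over europium emission ratio at 671 and 618 nm; 0% = plate median of compound wells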
TDP2 absorb – human TDP2 enzyme inhibitors, primary screen, biochemical, epi absorbance, recombinant enzyme; actives 0.34% (n = 370,000); T5PNP hydrolysis, p-nitrophenol absorbance 415 nm; inhibition, % at 12.8 µM;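 active = inhibition above the mean of all tested compounds plus 3 SD, set per campaign, cut at about 25% in these data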;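 also: 0% = DMSO with enzyme and 100% = buffer with substrate but no TDP2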
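Incubation: 2 h at 37 °C; Test system: recombinant human TDP2; Quantity: enzyme 120 nM; Read-out basis: percent inhibition; Medium: 50 mM Tris-HCl pH 7.5 with Mg2+, KCl, DTT, BSA; Repeats: single replicate; Compound: 12.8 µM single point, 1% DMSO; Signal: epi absorbance; Reagent: 5 mM T5PNP chromogenic substrate; Benchmarks: no-enzyme high, DMSO-plus-enzyme low.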
rCAG binder – binders of r(CAG) RNA repeats, primary screen, biochemical, fluorescence; r(CAG) RNA repeat, TO-PRO-1 dye displacement fluorescence; inhibition, % at 3 µM; actives 1.3% (n = 370,000);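 active = inhibition above the plate cutoff, the mean of all test compounds on that plate plus 3 SD, cut at about 35% in these data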;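 also: 0% = DMSO alone and 100% = 100 µM mitoxantrone as full dye displacement; higher means more dye released from RNA so lower well fluorescence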
PRMT1 inh – PRMT1 methyltransferase inhibitors, primary screen, biochemical, fluorescence polarization; Protein arginine N-methyltransferase 1 (Homo sapiens), Q99873; inhibition, % at 2.79 µM; actives 1.3% (n = 370,000); recombinant PRMT1, activity-based probe fluorescence polarization; AID 652257, 2013;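 active = inhibition above about 21% made by adding two undisclosed values, limit read from the data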
PG9 binder – binders of HIV-1 gp120 antibody PG9, primary screen, biochemical, TR-FRET; TR-FRET gp120-PG9 antibody binding; inhibition, % at 6.7 µM; actives 0.43% (n = 360,000); HIV-1 gp120 / PG9 antibody interaction; in the data active = inhibition above about 8.5%
* hit, by the source's call; . = no result given. The list is partial (hit frequency here may not be typical).

SMILES | SIAE primary | HTRA1 inhibitor | mABHD4 FP | NR1D1 modulator | TCR CD3 inh | LEDGF integ inh | TDP2 absorb | rCAG binder | PRMT1 inh | PG9 binder
NS(=O)(=O)c1ccc(NC(=O)/C(=C/c2ccncc2)NC(=O)c2ccccc2)cc1 | 0.6 | 0.3 | -3.9 | -0.7 | -8.2 | -1.2 | -10.7 | 4.6 | -4.9 | 1.3
COc1ccc(/C=N/NC(=O)c2csc(-n3nc(C)cc3C(F)(F)F)n2)cc1 | -1.5 | -9.1 | 0.3 | -6.2 | 2.8 | 1.9 | -0.2 | -5.6 | -2.5 | -2.2
COc1cc2c(cc1OC)CN1CCc3cc(OC)c(OC)cc3C1C2 (configuration not stated) | -4.5 | . | 0.0 | 5.2 | 4.6 | 6.1 | -0.4 | -7.2 | -9.3 | -2.0
O=C(Nc1cccc(NC(=O)c2ccccc2Cl)c1)c1cccs1 | -9.0 | -36.5 | -12.3 | -3.7 | 4.7 | -2.1 | 17.6 | -1.0 | -1.7 | -0.7
CCOc1ccc(NS(=O)(=O)c2cc(OCC(N)=O)c(C)cc2Cl)cc1 | 4.6 | -3.9 | -3.8 | -7.6 | 4.4 | -0.8 | 0.6 | 0.2 | -0.7 | -1.7
CN(CC(=O)Nc1ccc(S(=O)(=O)N2CCCC2)cc1)CC(=O)Nc1cccc(F)c1 | -1.1 | -12.1 | -2.2 | -9.6 | -6.2 | -1.6 | -4.6 | 1.3 | -0.1 | -0.5
COC(=O)c1c(C(=O)OC)c(-c2ccc(OC)cc2)n2c1CS(=O)(=O)C2 | -2.0 | 2.1 | -0.3 | -1.5 | -0.1 | -0.8 | -0.5 | 1.0 | -1.8 | 0.9
Cc1cccc(N2CN=c3s/c(=C\c4ccncc4)c(=O)n3C2)c1 | 6.8 | 3.1 | 2.7 | 0.6 | 6.8 | -3.7 | 2.8 | 1.1 | -3.1 | -0.1
Cc1ccc(NS(=O)(=O)c2ccc(NC(=O)c3ccccc3C(=O)O)cc2)cc1C | -5.3 | . | 4.4 | 0.6 | -4.7 | -2.9 | 16.8 | -0.2 | 0.0 | 1.4
Nc1nnc(CC(=O)N/N=C/c2ccc([N+](=O)[O-])cc2)s1 | 6.7 | 12.8 | 3.1 | -1.3 | 3.8 | 2.3 | 1.2 | 8.5 | -5.4 | -2.2
CC(C)c1ccc(NC2CCCN(C(=O)CCN3CCCCO3)C2)cc1 (configuration not stated) | 5.2 | 3.9 | -4.6 | -6.2 | -0.6 | 2.7 | 7.8 | -10.8 | 1.5 | -2.0
O=C(O)CC(Cc1ccccc1)c1ccc2c(c1)OCO2 (configuration not stated) | 1.7 | -12.1 | -10.0 | 3.5 | -4.6 | 2.4 | -8.6 | 2.3 | 4.2 | 1.6
CN(C(=O)CN1C(=O)C2C3CC(C(Br)C3Br)C2C1=O)C1CCCCC1 (configuration not stated) | 0.2 | 2.1 | -4.4 | -0.6 | 3.7 | 1.8 | -9.5 | -4.9 | -7.0 | -2.2
CN(C)C(CNC(=O)c1ccc(OCc2cn3ccccc3n2)cc1)c1ccco1 (configuration not stated) | 2.2 | 5.3 | 9.5 | -15.7 | -7.2 | 4.0 | -1.1 | 2.9 | 0.0 | -2.3
OCCNc1nc(Nc2ccccc2C(F)(F)F)nc(N2CCCC2)n1 | 0.5 | -5.7 | -1.2 | 6.2 | -0.8 | 1.5 | -2.6 | -3.8 | -0.3 | 0.8
CCOC(=O)c1cnc2c(CC)cccc2c1NCCCN1CCOCC1 | 4.8 | 2.6 | 3.2 | 0.0 | 1.6 | -1.3 | -1.4 | -8.9 | -3.4 | 0.8
CC1CN(C(=O)COC(=O)c2cccc(S(=O)(=O)N3CCc4ccccc43)c2)CC(C)O1 (configuration not stated) | 2.9 | 1.7 | -6.6 | -4.7 | -1.9 | -3.0 | -0.4 | 1.6 | -1.2 | 0.2
O=C(Nc1nc(-c2ccc(F)cc2)cs1)c1cccnc1 | -5.7 | -6.5 | 1.1 | -7.4 | 3.1 | 1.9 | -6.3 | -6.5 | -2.0 | -1.8
Cc1ccccc1NC(=O)Cn1nnc2sc3c(c2c1=O)CC(C)(C)OC3 | -2.2 | -44.8 | 0.6 | 4.8 | 2.0 | -3.4 | -5.2 | 1.7 | -1.0 | -0.9
O=C(CN(Cc1ccco1)C(=O)c1ccccc1)Nc1ccc(Cl)c(Cl)c1 | -12.9 | -60.6 | -27.6 | 0.6 | -3.2 | -0.9 | 3.4 | 2.2 | -2.5 | -0.6
CCN(CC)S(=O)(=O)c1cccc(C(=O)N/N=C/c2ccccc2OCC(=O)O)c1 | 1.7 | -0.8 | -1.8 | -0.7 | 6.4 | 6.1 | 2.9 | 9.5 | -5.0 | -2.5
CC(=O)C1=C(C)Nc2ncnn2C1c1ccc(Cl)cc1 (configuration not stated) | -0.1 | -3.9 | -1.5 | -3.1 | 0.9 | 1.3 | 4.7 | -2.6 | 2.3 | 1.8
CCOc1cc(NC(=O)C2CCCO2)c(OCC)cc1NC(C)=O (configuration not stated) | 4.8 | 0.6 | 6.8 | 0.7 | -0.3 | -0.4 | -5.5 | -6.9 | 1.5 | 1.5
CC(=O)Nc1ccccc1NC(=O)C(F)(F)F | -2.3 | -2.4 | -0.9 | 1.1 | 7.3 | 0.3 | 7.5 | -1.4 | -2.6 | -0.6
CCN(CC)CCN1CNC(=S)N(c2ccccc2OC)C1 | -0.2 | . | 6.3 | -3.5 | 0.4 | 2.5 | -6.9 | -1.8 | -2.8 | -2.1

The last three entries of the section before lead into the next:
SMILES | SIAE primary | HTRA1 inhibitor | mABHD4 FP | NR1D1 modulator | TCR CD3 inh | LEDGF integ inh | TDP2 absorb | rCAG binder | PRMT1 inh | PG9 binder
CCOc1cc(NC(=O)C2CCCO2)c(OCC)cc1NC(C)=O (configuration not stated) | 4.8 | 0.6 | 6.8 | 0.7 | -0.3 | -0.4 | -5.5 | -6.9 | 1.5 | 1.5
CC(=O)Nc1ccccc1NC(=O)C(F)(F)F | -2.3 | -2.4 | -0.9 | 1.1 | 7.3 | 0.3 | 7.5 | -1.4 | -2.6 | -0.6
CCN(CC)CCN1CNC(=S)N(c2ccccc2OC)C1 | -0.2 | . | 6.3 | -3.5 | 0.4 | 2.5 | -6.9 | -1.8 | -2.8 | -2.1
Cc1ccc(C(=O)N2CCC2(C)C(=O)NC(C)C)cc1 (configuration not stated) | 8.8 | . | -0.8 | -9.0 | 4.8 | -2.4 | 5.5 | 2.0 | -1.4 | -0.1
O=C1OCCC1=COCCCCOC=C1CCOC1=O | -4.0 | -3.0 | -0.7 | 6.8 | -4.1 | -3.7 | -4.8 | 3.3 | -2.8 | 0.0
CCCCn1c(-c2ccc(OC(F)F)cc2)nc2c1c(=O)[nH]c(=O)n2CC(C)C | -1.1 | 5.9 | 0.9 | -1.9 | 6.6 | -2.1 | -3.3 | -2.1 | -1.6 | -1.8
CCC(=O)N(CCc1ccccc1)Cc1cc2ccc(OC)cc2[nH]c1=O | 4.3 | -2.4 | 0.6 | 2.7 | -7.3 | 2.9 | -14.5 | -0.2 | -0.1 | -1.7
CCn1nnnc1SCC(=O)Nc1cccc(NC(C)=O)c1 | -6.0 | -4.9 | 1.9 | 1.5 | 0.6 | 2.5 | 5.0 | 3.3 | 2.9 | -0.8
COc1ccccc1NC(=O)CCC(=O)OCC(=O)c1ccc(C)c([N+](=O)[O-])c1 | -1.6 | -1.9 | -2.3 | -3.5 | 1.6 | 3.8 | 8.3 | -0.3 | -1.3 | 0.9
CCc1cc(=O)oc2cc3oc(C)c(C)c3cc12 | -7.1 | -16.8 | 1.9 | 8.1 | -0.4 | -2.6 | 8.9 | 7.7 | 1.0 | 0.3
S=c1[nH]nc(C2CCCCC2)n1/N=C/c1ccc(Cl)cc1 | 0.8 | -4.7 | 2.1 | 0.5 | -1.3 | -3.9 | 12.0 | 4.7 | 2.6 | 0.5
COCCNCc1ccc(C(C)C)cc1 | 2.7 | 6.8 | 4.5 | -0.7 | 3.2 | -2.7 | -2.9 | 0.5 | 1.1 | 2.4
CCCCC(=O)N(C)c1c(CC)nc2c(OCCOC)cccn12 | -0.1 | . | -2.8 | -1.6 | -10.9 | 0.9 | -2.6 | 0.2 | 5.6 | 1.0
Cn1c(=O)c2[nH]c(-c3ccc(S(=O)(=O)O)cc3)nc2n(C)c1=O | 5.7 | 4.6 | -0.1 | -6.1 | 14.7 | -1.7 | -12.2 | 1.1 | 0.0 | 0.5
CC1CCCN(C(=O)CSc2nnc(-c3ccc(S(=O)(=O)N4CCOCC4)cc3)n2C)C1 (configuration not stated) | 2.4 | 3.0 | -2.4 | -4.4 | 1.9 | -0.5 | 10.2 | -6.1 | 1.1 | 0.6
Cc1cc(C)c2c(N)c(C(=O)NC3CC3)sc2n1 | 0.4 | 5.6 | -3.9 | 3.1 | 3.3 | 1.7 | 5.2 | -1.4 | -1.2 | -0.1
CCC1(CC)NC(=O)N(CC(=O)OCC(=O)Nc2ccc(F)c(F)c2F)C1=O | -1.1 | -0.1 | 4.1 | 2.7 | 6.7 | -2.9 | 3.3 | 0.2 | -5.1 | -0.6
Cn1ncc(S(=O)(=O)Cc2ccccc2)c(Cl)c1=O | 0.1 | -1.8 | 4.5 | -3.5 | -13.3 | -2.2 | -2.6 | -0.2 | 12.2 | -3.3
O=C(N/N=C/C(Br)=C\c1ccccc1)c1cccs1 | -5.4 | . | -21.1 | -4.0 | 1.2 | -1.0 | 5.8 | 10.0 | 2.5 | -2.8
COC(=O)[C@H]1C[C@@]2(C)c3ccccc3N(S(=O)(=O)c3ccccc3)[C@H]2N1 | 0.2 | . | 1.3 | -2.1 | . | 2.9 | 7.8 | 4.6 | -6.2 | .
O=C(NCCCN1CCCC1=O)C1CCC(CNS(=O)(=O)c2ccc(Cl)cc2)CC1 (configuration not stated) | 0.8 | 2.7 | 2.7 | -3.4 | 2.3 | 0.0 | -1.8 | -4.0 | -0.1 | -0.7
CCN(CC)P(=O)(Nc1ccc([N+](=O)[O-])cc1)c1c(C)nn(CCC#N)c1NC(=O)c1ccc(Cl)cc1Cl (configuration not stated) | -2.5 | -2.2 | 0.8 | -4.3 | -0.8 | 0.6 | -0.1 | 32.6 | -0.6 | -1.3
CCn1c(=O)c(CCC(=O)NCC2CCCO2)c(C)c2c(C)nn(-c3ccc(C)cc3)c21 (configuration not stated) | 3.3 | -4.1 | -11.2 | 19.5* | -1.0 | 4.1 | -8.3 | 2.5 | -0.2 | 4.4
